# PTAP TSG101 blk: blocks PTAP/TSG101 interaction to inhibit HIV-1 budding | Potency, µM (doses to about 115 µM), inactives show at the highest dose activity change, negative = inhibition, actives largely listed as inhibitors | AID 493005 | 340,000 tested, under 10 active | Fluorescence polarization, FITC-PTAP peptide / Tsg101 binding | Q99816; active = well fitted inhibition curve with a large enough effect in the main read-out, with a control signal flat, not every such curve was filed as active; inconclusive = small, poorly fitted or top-dose-only effect, or effect the other way, or a change in a side signal; inactive = no such curve, though single readings can be large or run the other way; also: potency is read from the fitted curve at half-maximal effect; % of control where 0% means no effect
#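 Tsg101 binding domain (10 uM final) was mixed with compound and a FITC-labeled PTAP peptide (50 nM final) in HEPES pH 7.5 buffer with NaCl, Tween 20, EDTA and TCEP; fluorescence polarization was read after 20 min at r.t.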
# Coupling enz: inhibits coupling enzyme system, counter-screen for aldolase hits. coupling enzyme system counterscreen, AmpLite Red fluorescence. activity change, negative = inhibition, % at 58.2 µM, hits read low. hit rate 0.67% among 290,000. AID 2472; in the data active = activity change below about -30%; also: % is scaled to controls: 0 for no effect and ±100 for the full control effect
#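 First, compound is pin-transferred into glyceraldehyde-3-phosphate coupling-enzyme reagent at 57.5 uM final and held 10 min at RT. Next, substrate, coupling system and AmpLite Red are added. After 20 min RT, fluorescence (525/598 nm) is read.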
# B2AR arrestin: recruits beta-arrestin to the human beta2-adrenergic receptor | hit rate 0.02% among 330,000 | P07550 | beta-arrestin recruitment to beta2AR, cell-based reporter | Potency, µM (doses to about 46.1 µM), inactives show top-dose activation, usual class: activators;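 also: potency is read from the fitted curve at half-maximal effect; 0% = DMSO controls and full agonism = EC100 isoproterenol or metaproterenol; nearly all actives have a fitted effect of over 65% in size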
# ASM inhibitor: human S-ASM enzyme inhibition; placental ASM, HMU-PC fluorogenic substrate, 60 min; AID 504937; hit rate 0.006% among 340,000; Potency, µM (doses to about 57.5 µM), inactives show top-dose activity change, negative = inhibition, most hits filed as inhibitors; P17405; also: potency is read from the fitted curve at half-maximal effect
#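 Fluorescence read-out (Ex 386 nm, Em 447 nm) after stopping the reaction at pH 10. Enzyme: ASM from human placenta; substrate HMU-PC0, 9 uM final; 60 min, 37 °C. Compound preincubation 10 min, ambient temperature.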
# Giardia killer: kills Giardia lamblia; hit rate 0.15% among 340,000; Giardia lamblia trophozoite viability; activity change, % at 7.66 µM, hits read low; in the data active = activity change below about -80%; inconclusive = between about -30% and that limit;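 also: parasites exposed to compound for two days anaerobically before the ATP read; % is scaled to controls: 0 for no effect and ±100 for the full control effect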
#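 Media and compound were dispensed first, then trophozoites at 100 cells/well; plates sat 48 hrs at 37 deg C without oxygen before ATP luminescence reagent was added and read after 15-30 min at room temperature.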
# PKM2 activator: increases activity of human pyruvate kinase M2. P14618. purified PKM2, Kinase-Glo ATP luminescence, activation; response scale: 0% is enzyme alone, no compound. Potency, µM (titrated, usually from 57.5 µM), without a hit: at the highest dose activation, most hits filed as activators. hit rate 0.34% among 260,000. AID 1631; also: potency is read from the fitted curve at half-maximal effect; % is scaled to controls: 0 for no effect and ±100 for the full control effect; nearly all actives have a fitted effect of over 55% in size
# Target sequence (P14618 whole entry, looked up): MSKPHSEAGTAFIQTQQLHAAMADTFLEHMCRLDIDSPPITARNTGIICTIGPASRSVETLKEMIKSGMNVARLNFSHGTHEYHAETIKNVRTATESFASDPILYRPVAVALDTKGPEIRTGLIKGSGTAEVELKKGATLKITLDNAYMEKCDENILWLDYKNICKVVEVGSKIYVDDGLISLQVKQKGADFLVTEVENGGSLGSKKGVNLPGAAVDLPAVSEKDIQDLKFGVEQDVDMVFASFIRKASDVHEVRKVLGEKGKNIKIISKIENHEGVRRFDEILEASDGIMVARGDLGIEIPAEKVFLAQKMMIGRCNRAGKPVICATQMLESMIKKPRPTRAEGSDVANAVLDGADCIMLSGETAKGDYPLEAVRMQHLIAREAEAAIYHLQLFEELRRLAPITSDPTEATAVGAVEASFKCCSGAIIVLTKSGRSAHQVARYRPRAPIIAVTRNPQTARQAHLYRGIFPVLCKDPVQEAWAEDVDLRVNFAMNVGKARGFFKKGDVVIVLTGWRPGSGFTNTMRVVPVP
#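 Kinase-Glo luminescence reports ATP generated from ADP (0.1 mM) and PEP (0.5 mM) by purified hPK-M2 after 1 h at room temperature, pH 7.2 imidazole buffer; intermediate enzyme activity allows detecting inhibitors and activators.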
# Chronic BCR inh: blocks chronic active B-cell receptor signaling. ABC-DLBCL IkBa-CBG/CBR reporter, luminescence ratio, 4 h. Potency, µM (top dose mostly 46.1 µM), without a hit: at the highest dose ratio change, negative = lower green/red ratio, actives largely listed as inhibitors. hit rate 0.05% among 340,000. AID 493014; active = well fitted inhibition curve with a large enough effect in the signal ratio, with a control signal flat, not every such curve was filed as active; inconclusive = small, poorly fitted or top-dose-only effect, or effect the other way, or a change in a side signal; the % refers to the signal ratio;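 also: potency is read from the fitted curve at half-maximal effect; plate controls were basal doxycycline-induced cells for no effect and cells given 10 µM MG132 for full effect; MG132 reads +100%, hits lower the ratio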
#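 Cell line TMD8 (human ABC DLBCL), stably expressing tet-inducible CBG68-IkBa fusion and CBR; IMDM/0.5% FBS; cpd up to 46 uM; dox induction, 4 h, 37C/5% CO2; dual luminescence; green/red ratio; MG132 control.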
# a7 integrin act: activators of alpha7 integrin expression for muscular dystrophy; alpha7betagal myoblasts, beta-gal FDG fluorescence, 48 h; Potency, µM (doses to about 38.3 µM), for inactives: at the top dose activation, most hits filed as activators; hit rate 0.064% among 350,000;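 also: potency is read from the fitted curve at half-maximal effect; 100% = response of the positive control SU9516; nearly all actives have a fitted effect of over 60% in size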
#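 Alpha7betagal+/- myoblasts (passage 13) were plated 16-24 hr, then exposed to compounds (1:260 dilution of DMSO stock) for 48 hours at 37C. After MPER lysis, β-galactosidase reporter activity was read as FDG fluorescence (ex 480/em 540) after 30 minutes.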
# Tb PFK block: blocks T. brucei phosphofructokinase; O15648; T. brucei PFK, ADP-Glo luminescence; Potency, µM (highest dose often 57.5 µM), inactives show at the highest dose activity, negative = inhibition, most hits filed as inhibitors; hit rate 0.17% among 330,000; AID 485367;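 also: potency is read from the fitted curve at half-maximal effect; 0% = uninhibited 1x PFK enzyme wells and -100% = no-enzyme wells; nearly all actives have a fitted effect of over 60% in size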
# Target sequence (O15648 whole entry, looked up): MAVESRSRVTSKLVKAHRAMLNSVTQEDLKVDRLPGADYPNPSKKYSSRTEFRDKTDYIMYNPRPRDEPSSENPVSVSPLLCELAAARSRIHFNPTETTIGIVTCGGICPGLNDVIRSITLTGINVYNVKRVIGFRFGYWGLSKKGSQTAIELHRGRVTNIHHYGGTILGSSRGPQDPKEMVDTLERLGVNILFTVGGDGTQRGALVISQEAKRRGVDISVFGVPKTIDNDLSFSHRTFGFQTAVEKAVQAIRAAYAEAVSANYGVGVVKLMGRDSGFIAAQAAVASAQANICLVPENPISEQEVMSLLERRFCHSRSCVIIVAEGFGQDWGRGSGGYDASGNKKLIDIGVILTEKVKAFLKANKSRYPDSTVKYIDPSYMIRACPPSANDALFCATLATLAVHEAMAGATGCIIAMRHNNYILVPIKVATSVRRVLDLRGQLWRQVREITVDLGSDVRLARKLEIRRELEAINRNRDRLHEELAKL
#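 Luminescent ADP detection (ADP-Glo, two-step: ATP depletion then ADP-to-ATP conversion for luciferase) reported PFK activity after 45 min room-temperature reaction of 1.25 nM enzyme with 0.5 mM F6P and 0.1 mM ATP at pH 8.0.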
# GALK inh: blocks human galactokinase activity; Potency, µM (highest dose often 57.5 µM), inactives show top-dose activity change, negative = inhibition, usual class: inhibitors; P51570; hit rate 0.007% among 270,000; Purified GALK, Kinase-Glo residual ATP luminescence; also: potency is read from the fitted curve at half-maximal effect; % is scaled to controls: 0 for no effect and ±100 for the full control effect
#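 Human GALK (5 nM) with 35 uM ATP and 100 uM galactose in 20 mM HEPES pH 8.0, 5 mM MgCl2, 60 mM NaCl, 1 mM DTT, 0.01% BSA. After 1 h at room temperature, leftover ATP was read by Kinase-Glo Plus luminescence.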
# Menin MLL FP TR: displaces Texas Red mutant MLL peptide from human menin; AID 1768; Potency, µM (titrated, usually from 61.6 µM), inactives show at the top dose FP activity change, negative = inhibition, most hits filed as inhibitors; hit rate 0.23% among 270,000; O00255; Menin + Texas Red MLL mutant peptide, fluorescence polarization; active = well fitted inhibition curve with a large enough effect in the polarisation, with a control signal flat, not every such curve was filed as active; inconclusive = small, poorly fitted or top-dose-only effect, or effect the other way, or a change in a side signal; inactive = no such curve, though single readings can be large or run the other way; the % refers to the polarisation; also: potency is read from the fitted curve at half-maximal effect; % of control where 0% means no effect; many of its hits are not listed in these tables
# Active calls of the source: *; ? = inconclusive; / = not tested or not shown; [ ] = dose if it differs, or a comment. Unless noted, calls follow the shape of the dose curve; as a rule, active = well fitted curve in the direction sought with a large enough effect; inconclusive = small, poorly fitted or top-dose-only effect, or another doubt; inactive = no such curve, though single readings can be large; an effect the other way counts as inactive or inconclusive.
SMILES,PTAP TSG101 blk,Coupling enz,B2AR arrestin,ASM inhibitor,Giardia killer,PKM2 activator,Chronic BCR inh,a7 integrin act,Tb PFK block,GALK inh,Menin MLL FP TR
COc1cc(OC)cc(-c2nnc(NC(=O)CCS(=O)(=O)c3ccccc3)o2)c1,-2%,/,0.1%,/,4,/,-7%,-46%[inhibitor],-1%,/,/
COc1ccc(-c2cn3nc(SCC(=O)NCC4CCCO4)ccc3n2)cc1 (stereo not given),-4%,/,0.2%,/,-3,/,?,-29%,1%,-7%,/
O=C(O)Cc1ccc(-c2ccccc2-c2ccccc2)cc1,-5%,17,-0.7%,4%,4,0%,25%,20%,-7%,-3%,-2%
COC(=O)c1c(NC(=O)COC(=O)Cn2cnc3ccccc32)sc2c1CCCC2,1%,1,-0.3%,?,1,-6%,?,-20%,0%,-2%,-6%
CCC(C)C(=O)Nc1nc(C)c(-c2csc(Nc3cc(OC)ccc3OC)n2)s1 (stereo not given),-3%,-4,0.0%,4%,7,8%,?,-2%,7%,-2%,?
COc1ccc(OCc2nnc(SCC(=O)NC3CCCCC3)o2)cc1,2%,-1,-0.4%,-1%,-5,/,7%,3%,-1%,-1%,13%
O=C(NCc1ccc(F)c(F)c1)C1CCC(=O)N(CCc2ccccc2)C1 (stereo not given),-2%,3,0.2%,1%,3,1%,1%,-2%,-2%,/,7%
O=C(COC(=O)C12CC3CC(CC(C3)C1)C2)Nc1ccc([N+](=O)[O-])cc1Cl,-1%,0,0.2%,-3%,24,9%,0%,7%,0%,-2%,-13%
CCOc1cccc(/C=N/NC(=O)C2CCCC2)c1O,-5%,/,-0.2%,26%,6,3%,4%,-36%,-3%,-3%,/
CCC(=O)N1c2ccc(S(=O)(=O)CCC(=O)NC3CCCC3)cc2CC1C (stereo not given),-4%,-2,-0.3%,4%,-4,1%,-29%,-20%,0%,0%,1%
O=C(CCC(=O)N(CC(=O)NC1CCCCC1)Cc1cccs1)Nc1ccccn1,-7%,2,-0.2%,-1%,-13,1%,18%,-21%,4%,1%,-2%
Cc1ccccc1S(=O)(=O)NC1=NCCCCC1,-3%,0,-2.0%,-5%,18,-3%,1%,8%,2%,-1%,-10%
Cc1ccc(C(=O)NCC(=O)Nc2ccncc2)cc1,0%,/,0.4%,1%,0,-4%,-2%,8%,0%,0%,/
O=C(CSc1ccc2ccccc2c1Br)Nc1cccc(S(=O)(=O)NC2=NCCCCC2)c1,5%,1,-0.9%,-10%,-3,-2%,2%,1%,0%,1%,?
COc1ccc(CCNC(=O)CCN2C(=O)COc3ccc(C)cc32)cc1OC,-4%,-1,-0.1%,-9%,56[activator],-6%,/,2%,2%,-2%,/
O=C1CC(N2CCN(c3ccc(F)cc3)CC2)C(=O)N1Cc1cccs1 (stereo not given),-3%,-6,0.1%,-2%,-3,2%,-3%,-13%,-3%,0%,?
CCc1ccccc1N1CC23C=CC(O2)C(C(=O)OCC(C)C)C3C1=O (stereo not given),-1%,1,0.0%,5%,8,12%,9%,-3%,2%,0%,0%[11.7 µM]
COc1ccc(OC)c(/C=c2\sc3nc(-c4cccs4)nn3c2=O)c1,?,3,-0.9%,-15%,-18,7%,9%,-4%,-3%,-6%,3%
C=C(C)C1CCC2(C(=O)O)CCC3(C)C(CCC4C5(C)C(C=O)C(O)C(C)(C)C5CCC43C)C12 (stereo not given),0%,4,-0.7%,-12%,-13,-12%,-24%,-13%,13%,3%,/
CSc1nc(N)nc2c1ncn2CC(=O)N[C@H](C)c1cccc2ccccc12,-4%,/,0.2%,-2%,?,/,?,0%,9%,/,/
Cc1cc(C)n2nc(SCC(=O)N/N=C/c3ccccn3)nc2n1,-3%,1,-0.5%,3%,-9,-8%,-1%,-38%,1%,/,-9%
CCNC(=S)N/N=C(\C)c1ccc2ccccc2c1,/,-5,?,/,/,14%,?,/,-1%,5%,-7%
COc1cccc(CNS(=O)(=O)c2ccc(-n3cnnn3)c(C)c2)c1,0%,0,0.1%,-1%,-8,/,1%,-20%,0%,-1%,/
CC(=O)c1sc(NC(=O)C(C)C)nc1C,-6%,/,-1.0%,1%,0,-1%,-5%,-2%,3%,-2%,-15%
CCc1ccc(NC2CC(=O)N(c3ccc(OC)cc3OC)C2=O)cc1 (stereo not given),-9%,1,-0.1%,42%[activator],1,-2%,1%,9%,4%,-3%,-1%
O=C1CC(NNc2ccccc2)C(=O)N1c1ccccc1 (stereo not given),-4%,0,-0.8%,4%,-4,4%,?,26%,7%,0%,1%
Cc1ccc(NC2OC(CO)C(O)C(O)C2O)cc1 (stereo not given),-6%,1,-0.1%,4%,12,-3%,4%,28%,-1%,-2%,-1%
O=C(CN(c1ccccc1F)S(=O)(=O)c1ccccc1)Nc1ccc2c(c1)OCCO2,-1%,/,-0.1%,-5%,-8,3%,0%,13%,3%,-7%,/
c1ccc(Cn2c(CSc3nnnn3-c3ccccc3)nc3ccccc32)cc1,-3%,-1,-0.2%,185%[activator],1,0%,1%,-30%,0%,5%,0%
COc1cc(C=NNc2ccc(S(=O)(=O)Nc3ccccc3C(=O)O)cc2[N+](=O)[O-])ccc1O,-11%,/,-0.3%,-29%,2,/,?,8%,?,/,/
Cc1onc(-c2ccccc2)c1C(=O)Nc1nnc(N(C)Cc2ccccc2)s1,2%,1,-0.6%,-4%,-2,-8%,?,18%,3%,1%,-16%
Cc1ccc(C(=O)Nc2nnc(S(=O)(=O)N3CCN(c4ccc(F)cc4)CC3)s2)cc1,0%,/,-0.1%,3%,-24,/,7%,30%,-9%,-11%,/
CN=C1S/C(=C\c2ccc(N3CCOCC3)c(F)c2)C(=O)N1C,-7%,1,-1.0%,31%,-14,-2%,?,6%,1%,2%,10%
COc1cccc(NC(=O)COC(=O)CC(NC(N)=O)c2ccc(Cl)cc2)c1 (stereo not given),1%,-2,0.1%,2%,16,0%,?,4%,2%,-2%,/
O=C(NC1CCCCC1)C(c1ccc(F)cc1)N(Cc1ccco1)C(=O)c1ccccn1 (stereo not given),-8%,1,-0.1%,5%,-3,-1%,0%,6%,1%,9%,-19%
CC(C)OCCCNC(=O)CCC(=O)NNc1nc2ccccc2c2nc(-c3ccccc3)nn12,0%,-6,-0.6%,-1%,9,0%,?,6%,-4%,/,-1%
COc1cc(C#Cc2ccc3cc(C(C)(C)O)oc(=O)c3c2)cc(OC)c1,-4%,/,-1.4%,5%,-19,/,?,-4%,6%,/,/
COc1ccccc1CNC(=O)COc1ccc(Br)c(C)c1,-9%,-5,0.6%,-3%,-1,-6%[11.5 µM],?,0%,0%,-5%,?
CCN1CCN(CCc2nc3cc([N+](=O)[O-])ccc3n2C)CC1,-2%,-1,-0.8%,3%,15,0%,4%,-8%,-1%,4%,/
Nc1nc(SCC(=O)NCCC(c2ccccc2)c2ccccc2)n[nH]1,-3%,5,-0.3%,3%,13,-5%,?,-5%,-6%,0%,/
Cc1ccc(Oc2ccc(-c3nc(N)nc(N)n3)cc2)cc1C,1%,-2,-1.1%,-10%,-3,3%,?,-19%,1%,0%,?
N=C1S/C(=C\c2ccc(-c3ccccc3C(=O)O)o2)C(=O)N1c1ccc2c(c1)OCO2,-3%,9,2.9%,-3%,2,2%,?,23%,0%,-16%,?
Cc1nc2ccccc2c2oc(C(=O)NCCCN3CCC(C)CC3)cc12,-6%,2,0.3%,1%,-3,12%,?,-62%[inhibitor],-2%,3%,-4%[11.7 µM]
Cc1ccccc1C(=O)NCCCNC(=O)c1cnccn1,-2%,1,0.5%,0%,-6,/,-1%,9%,0%,2%,/
CC(C)Oc1ccc(CCc2n[nH]c(=S)n2-c2ccccc2)cc1,-5%,4,-0.4%,-6%,1,-9%,1%,19%,-4%,0%,-24%
O=C(CN1CCSC1=O)N1CCN(S(=O)(=O)c2ccc(Cl)cc2)CC1,-2%,/,-0.5%,9%,-7,/,0%,5%,-3%,/,/
N#CC1(c2ccc(NC(=O)c3ccccc3)cc2)CCCC1,/,-2,-0.2%,/,/,-1%,8%,/,0%,0%,35%[activator]
CCCNc1ncnc2onc(C)c12,0%,-5,0.0%,1%,-21,4%,3%,14%,-4%,0%,0%
COC(=O)C1CCN(C(=O)c2sc3nc(-c4ccc(F)cc4)cn3c2C)CC1,-3%,-2,0.1%,0%,4,-4%,-5%,6%[7.66 µM],0%,-3%,-8%

# Screening data as filed in PubChem BioAssay.

# Some of the compounds tested; rates above refer to the full screens.
